MOR-DOR inv ag = mu-delta opioid heterodimer inverse agonism | P35372+P41143 | cell-based MOR-DOR heterodimer luminescence | inhibition, % at 9.3 µM | hit rate 0.21% among 340,000; in the data active = inhibition above about 22%, passing the limit was not always enough;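 note: 0% = cells with DMSO and 100% = wells without cells with DMSO; values of inactives mirror those of a sister screen read the other way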
PKA-R2B activ = activates the human PKA-R2B holoenzyme complex; hit rate 0.079% among 340,000; PKA-R2B holoenzyme dissociation, Cy5-IP20 fluorescence polarization; R2B truncated from residue 108, S112A mutant; 0% DMSO only, 100% 113 µM cGMP; activation, % at 11.4 µM; P22694+P31323;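 active = activation above a cutoff set at the mean over all compounds plus 3 SD, cut at about 18% in these data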;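 note: higher means more holoenzyme dissociation and a rise in polarization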
Target sequence (P31323 whole entry, looked up, other chains not shown, the tested form may be a part): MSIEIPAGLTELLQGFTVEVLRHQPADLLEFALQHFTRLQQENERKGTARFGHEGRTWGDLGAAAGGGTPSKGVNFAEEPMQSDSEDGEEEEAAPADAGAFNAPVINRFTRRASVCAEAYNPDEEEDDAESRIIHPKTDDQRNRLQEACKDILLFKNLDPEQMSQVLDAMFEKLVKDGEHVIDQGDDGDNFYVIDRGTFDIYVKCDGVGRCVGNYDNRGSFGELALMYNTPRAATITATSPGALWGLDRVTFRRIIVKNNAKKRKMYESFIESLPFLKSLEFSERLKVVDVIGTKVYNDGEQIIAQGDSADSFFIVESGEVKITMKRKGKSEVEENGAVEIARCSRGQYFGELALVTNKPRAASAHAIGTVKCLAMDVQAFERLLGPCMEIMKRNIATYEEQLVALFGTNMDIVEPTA
PKA-R1A activ = activates the PKA-R1A holoenzyme complex; PKA-R1A dissociation, Cy5-IP20 fluorescence polarization; scaled: DMSO 0%, 113 µM cGMP 100%; activation, % at 11.4 µM; hit rate 0.083% among 340,000;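 active = percent activation above the mean of all tested compounds plus 3 SD, cut at about 19% in these data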;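 note: higher means more PKAc released from R1A so a rise in polarization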
Arrestin-AP2 inh = inhibitors of human beta-arrestin and AP2 interaction; FITC-arrestin peptide / GST-AP2 beads, flow cytometry; AP2 beta2 appendage carries R879A mutation; inhibition, % at 10 µM; hit rate 0.31% among 340,000;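 active = inhibition above a set limit, near 3 SD of compounds lacking own fluorescence, cut at about 54% in these data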;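 note: plate controls were DMSO wells for no effect and 5 µM unlabelled arrestin peptide for full effect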
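test system = AP2 appendage R879A on GSH beads | buffer or medium = PBS plus Tween 20 (0.05%) and BSA (0.1%) | incubation = 12 min plus 1 h, RT | detection = bead flow cytometry, FITC channel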
HTR5A ag ctr = HTR5A agonism, opioid heterodimer counter-screen; P47898; HTR5A agonist assay, luminescence, cell-based; activation, % at 9.3 µM; hit rate 0.61% among 340,000; in the data active = activation mostly above about 9.5%, no sharp cut-off; inactive = mostly below about 7.6%;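 note: 0% = cells with vehicle only and 100% = reference agonist; strong numbers were not always called active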
Target sequence (P47898 whole entry, looked up): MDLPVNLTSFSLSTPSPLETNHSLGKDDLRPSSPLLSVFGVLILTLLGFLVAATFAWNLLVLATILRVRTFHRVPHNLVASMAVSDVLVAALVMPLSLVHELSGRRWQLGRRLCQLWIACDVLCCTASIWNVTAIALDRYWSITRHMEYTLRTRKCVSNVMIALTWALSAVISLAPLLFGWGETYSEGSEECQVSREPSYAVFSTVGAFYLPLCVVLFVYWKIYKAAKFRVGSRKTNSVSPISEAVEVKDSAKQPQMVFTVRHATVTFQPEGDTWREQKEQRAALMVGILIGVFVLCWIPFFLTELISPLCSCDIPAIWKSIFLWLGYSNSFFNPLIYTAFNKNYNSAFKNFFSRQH
DAGLB inhibitor = diacylglycerol lipase beta (human) inhibition; HEK293T DAGLB membrane lysate, EnzChek fluorogenic substrate; inhibition, % at 5.17 µM; hit rate 0.059% among 340,000; AID 504411; in the data active = inhibition above about 34%;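 note: 0% = enzyme with vehicle and 100% = wells lacking enzyme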
HTR5A inv ag = HTR5A inverse agonism, opioid heterodimer counter-screen | P47898 | HTR5A cell line, luminescence | inhibition, % at 9.3 µM | hit rate 0.083% among 340,000; in the data active = inhibition mostly above about 23%, no sharp cut-off; inactive = mostly below about 18%;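 note: 0% = cells with DMSO and 100% = no-cell wells with DMSO; some compounds called inactive have numbers as strong as hits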
V-ATPase pH = alters yeast V-ATPase proton transport. S. cerevisiae, pHLuorin cytosolic pH fluorescence. response, % at 10 µM. hit rate 0.37% among 350,000. AID 504577; in the data active = response mostly above about 7.3%, no sharp cut-off; inactive = mostly below about 5.4%; note: actives read high; inactives centre near 0; some compounds called inactive have numbers as strong as hits; reference of the scale not given here
DSG3 Ab inh = blocks pemphigus antibody binding to human desmoglein-3; P32926; DSG3-coupled beads, scFv-anti-DSG3-GFP binding, flow cytometry; stronger effect = lower value; binding (percent of control), % at 10 µM; hit rate 0.48% among 310,000;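 active = binding more than 3 SD below its plate's average and above zero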; note: some compounds called inactive have numbers as strong as hits
MOR-DOR ag = agonists of human mu-delta opioid receptor heterodimerization | cells, OPRM1-OPRD1 heterodimerization, luminescence | hit rate 0.3% among 340,000 | activation, % at 9.3 µM; in the data active = activation above about 18%;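 note: 0% = vehicle-treated cells and 100% = reference agonist; values of inactives mirror those of a sister screen read the other way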
* marks the source's active call; other numbers are inactive results; · = no result given.

Compound,MOR-DOR inv ag,PKA-R2B activ,PKA-R1A activ,Arrestin-AP2 inh,HTR5A ag ctr,DAGLB inhibitor,HTR5A inv ag,V-ATPase pH,DSG3 Ab inh,MOR-DOR ag
Cc1ccc(S(=O)(=O)N2CCOCC2)cc1NC(=O)Cn1c(=O)ccn(Cc2ccccc2)c1=O,8.4,-2.7,-3.9,-16.5,2.4,-0.7,-5.9,-1.2,105.0,-2.1
Cc1cc(=O)[nH]c(SCC(=O)N2CCCCC2)n1,5.6,1.8,-5.0,17.9,7.0,-1.6,6.7,0.0,111.2,-1.1
CCn1c(COc2ccccc2)nnc1SCC(=O)c1cccc([N+](=O)[O-])c1,4.2,-7.4,-6.7,-2.0,-0.5,0.7,-10.0,1.8,85.8,-0.8
COc1ccc(CC(=O)Nc2ccc3c(c2)OC2(CCCC2)O3)c(OC)c1,·,1.0,4.0,·,·,-1.8,·,2.6,107.1,·
COc1cc(/C=C/C(=O)O)cc(OC)c1OC,3.9,2.0,0.4,-1.5,38.5*,0.8,-137.7,3.1,·,-0.7
O=C(CSc1nnc(-c2ccccn2)n1Cc1ccco1)Nc1ccc2c(c1)OCO2,4.9,-10.6,-0.6,9.3,7.0,-2.6,-17.8,-0.7,104.9,-0.9
O=C1CC[C@@H](CN(Cc2ccccn2)Cc2nc(Cc3ccccc3)no2)N1,4.4,-7.8,-6.0,18.3,1.9,-0.2,5.4,0.0,101.0,-0.8
O=C(CCC(=O)N1CCOc2ccccc21)NCCCN1CCN(Cc2ccccc2)CC1,10.2,-2.3,0.6,2.7,3.0,2.6,-21.3,-2.5,103.2,-1.7
CC1(C)NC(=O)N(CCOc2cccc(Oc3ccccc3)c2)C1=O,10.6,1.7,-7.7,2.3,1.1,0.0,6.2,0.8,105.4,-1.9
Cc1ccc(S(=O)(=O)N/N=C\c2cc([N+](=O)[O-])ccc2Cl)cc1,6.1,-1.1,-0.6,4.4,6.0,0.8,-1.0,1.2,96.6,-1.1
O=C1CC(c2ccccc2)CC(O)=C1C=NCc1ccc(Cl)c(Cl)c1 (stereo not drawn),6.4,-3.9,-2.1,-2.3,10.4,-1.2,-28.6,-3.2,·,-1.1
CCN(CC(=O)Nc1ccc(OC)cc1)CC(=O)Nc1cccc(C#N)c1,10.3,4.3,-1.2,14.8,-3.7,-1.4,14.0,2.7,97.6,-2.3
Cc1ccc(NS(=O)(=O)c2ccc3c(c2)CC(=O)N3)cc1C,-6.7,2.6,-8.0,10.2,5.0,3.4,-15.3,3.5,101.9,1.1
Cc1sc2ncn(CC(=O)N3CCCC(C)C3)c(=O)c2c1S(=O)(=O)N1CCCCC1 (stereo not drawn),-8.6,-8.6,-12.6,20.7,-4.5,-3.0,12.1,-0.7,·,1.1
CCOc1ccccc1OCC(=O)Nc1ccc(N2CCOCC2)cc1N1CCOCC1,20.2,2.9,-4.1,-5.6,-2.8,-1.1,-2.1,-6.5,100.0,-4.1
CCc1cccc(CC)c1NC(=O)C1CSC2(C)CCC(=O)N12 (stereo not drawn),1.8,-5.3,3.0,27.6,6.2,3.4,-15.6,-2.8,107.0,-0.3
C=CCN1C(=O)CSc2ccc(C(=O)NCc3cccs3)cc21,12.7,-2.1,0.9,-23.8,-2.5,1.5,7.0,0.6,·,-2.7
CCc1nnc(NC(=O)CN2CCC(O)(c3ccccc3OC)CC2)s1,8.0,-4.6,-21.8,-3.7,-1.9,-2.3,4.6,-0.3,99.4,-1.4
COc1ccc(Cl)cc1NC(=O)C/C(C)=N/NC(=O)C(=O)NCc1ccccc1,5.9,-12.1,-10.4,7.6,0.5,2.2,-1.2,-64.7,108.6,-1.1
COc1ccc(CC2CC(=O)N(c3ccc(C)cc3)C2=O)cc1 (stereo not drawn),10.1,-3.5,-7.4,-13.6,2.0,-3.8,-7.0,3.1,121.0,-2.1

3 entries from above, ordered by the number in DAGLB inhibitor, rising:
Compound,DAGLB inhibitor
Cc1cc(=O)[nH]c(SCC(=O)N2CCCCC2)n1,-1.6
CCn1c(COc2ccccc2)nnc1SCC(=O)c1cccc([N+](=O)[O-])c1,0.7
Cc1ccc(S(=O)(=O)N/N=C\c2cc([N+](=O)[O-])ccc2Cl)cc1,0.8

Next structures follow:
Compound,MOR-DOR inv ag,PKA-R2B activ,PKA-R1A activ,Arrestin-AP2 inh,HTR5A ag ctr,DAGLB inhibitor,HTR5A inv ag,V-ATPase pH,DSG3 Ab inh,MOR-DOR ag
Cc1cc(C)c(S(=O)(=O)c2ccccc2C)c(OCCN(C)C)n1,12.3,-18.6,0.8,-15.5,-3.1,0.7,11.8,0.9,98.3,-2.5
Cc1ccccc1NC(=O)COC(=O)CCSc1ccccc1,8.6,3.3,-8.9,21.6,1.5,-2.0,9.3,-0.9,105.0,-1.7
O=C(Nc1ccc(Cl)c(S(=O)(=O)N2CCCCC2)c1)c1cnccn1,5.9,0.5,6.1,1.7,4.8,2.3,-11.9,4.4,·,-1.5
O=C1CCC(C(=O)N2CCCCO2)CN1Cc1cccc(C(F)(F)F)c1 (stereo not drawn),0.5,2.1,-4.3,34.8,-0.2,3.7,9.5,-3.9,90.7*,-0.1
Cc1ccc(Cn2ccc(NC(=O)c3cc(-c4ccccc4)on3)n2)cc1,13.3,-14.2,-7.8,-3.3,3.7,-5.8,1.8,-2.8,·,-2.9
COCCCNC(=O)CCCn1c(=O)c2ccccc2n(Cc2cccc([N+](=O)[O-])c2)c1=O,12.0,-5.9,-5.8,-4.7,0.6,-0.1,2.2,1.4,92.5,-2.3
O=c1c(O[C@H]2O[C@@H](CO)[C@H](O)[C@@H](O)[C@@H]2O)c(-c2ccc(O)cc2)oc2cc(O)cc(O)c12,8.0,-8.3,-2.2,-2.1,-2.3,2.0,1.0,-0.1,98.3,-1.4
CC(=O)Nc1ccc2nc(CN3CCN(CC(C)C)C(CCO)C3)ccc2c1 (stereo not drawn),-3.1,1.5,3.7,-9.0,1.4,1.0,-3.9,3.6,123.5,0.6
COC(=O)Cn1c(O)c(N=NC(=O)CNC(=O)c2ccncc2)c2ccccc21,17.2,-12.7,-10.4,-9.9,-2.4,-3.3,-20.7,-0.1,·,-3.3
O=c1cc(N2CCCC2)c2ccccc2o1,5.3,-4.8,-3.8,2.9,-0.8,0.3,14.3,-2.7,112.0,-1.1
O=C(Nc1ccccc1Sc1ccccc1)c1ccccc1F,-12.0,-1.9,-1.2,-7.7,1.9,-16.6,-22.8,2.5,76.4,2.2
CCOC(=O)c1c(C)[nH]c(C(=O)COC(=O)/C=C/c2ccc3c(c2)OCO3)c1C,0.5,-0.2,-11.6,25.2,0.3,-1.3,-12.6,0.6,133.2,-0.1
CCCN(CC(=O)Nc1ccccc1C)C(=O)c1ccc(S(=O)(=O)N2CCCCCC2)cc1,7.1,3.3,1.1,-2.0,6.3,-1.1,-14.4,1.2,·,-1.3
O=C(Nc1ccc(-c2nc3ccccc3[nH]2)cc1)c1ccccc1NS(=O)(=O)c1ccc(F)cc1,-15.6,-8.5,-6.7,50.1,1.4,11.0,-18.8,6.6,96.6,3.5
COc1cc(C(=O)O)ccc1Cl,5.5,11.5,-0.6,-6.8,7.1,1.2,-20.3,2.5,99.7,-1.0
Cc1ccccc1-c1nc2ccc(Cl)cc2c(=O)n1O,-11.9,-11.5,7.1,3.8,-3.8,-2.3,13.4,1.0,95.9,2.6
Cc1cccc(NC(=O)CCN2CCCCC2)c1,15.0,12.4,-1.3,0.3,7.5,-0.7,-28.4,-2.8,95.6,-3.0
COc1ccc(-c2cnc(N)n2C)cc1,0.0,-3.6,-0.8,21.4,2.0,-2.4,3.7,0.7,102.9,0.0
CNc1ccc(C2(O)C(=O)c3ccccc3C2=O)cc1,5.2,8.0,6.3,4.2,-5.6,1.5,14.6,-6.5,102.5,-1.0
CCOC(=O)C1CCN(C(=S)Nc2cccc(C)c2)CC1,10.6,-4.4,4.8,0.0,2.3,-4.4,-6.0,1.4,100.2,-1.9

The list continues.
Compound,MOR-DOR inv ag,PKA-R2B activ,PKA-R1A activ,Arrestin-AP2 inh,HTR5A ag ctr,DAGLB inhibitor,HTR5A inv ag,V-ATPase pH,DSG3 Ab inh,MOR-DOR ag
O=C(NC(C(=O)NCCN1CCOCC1)C12CC3CC(CC(C3)C1)C2)C1CCCCC1 (stereo not drawn),17.6,-11.2,-1.8,0.0,0.5,-0.3,-1.3,-2.0,104.0,-4.0
O=C(C[C@@H]1C/C=C\C[C@@H](Cc2ccc(F)cc2)C(=O)OCCNC1=O)NCCO,-3.1,4.0,-14.8,24.9,2.4,-4.7,-6.0,1.9,99.1,0.6
COc1cccc(CNCCO)c1OCc1ccc(Cl)cc1,18.0,1.7,-4.8,-20.0,2.0,-2.4,-5.5,-0.5,100.6,-3.9
CN(C)CCCSc1nc(-c2ccccc2)nc2c1CCC2,-12.4,-1.1,-14.9,-1.9,0.8,-2.1,14.2,-0.4,176.3,1.8
O=C(c1ccoc1)N1CCC(CO)(CCc2ccccc2)CC1,2.9,13.8,2.9,13.9,-3.2,1.6,-6.8,-0.4,104.0,-0.6
N#Cc1cccc(S(=O)(=O)NCC(=O)NCCCc2ccccc2)c1,13.7,4.3,-9.9,-9.6,-4.0,-1.3,15.0,-1.3,·,-2.2
Cc1ccc(S(=O)(=O)N2CCCN(S(=O)(=O)c3ccc(C)cc3)CC2)cc1,9.3,-9.4,-4.8,24.0,-4.1,-8.2,10.8,-0.8,·,-1.6
CCOC(=O)CSc1nnc(CNC(=O)c2ccc(OC)cc2OC)n1-c1ccc(OC)cc1,20.3,10.1,4.2,6.4,3.0,-1.2,-11.0,5.0,98.7,-3.7
N#CC(c1ccc([N+](=O)[O-])cc1)C(CC(=O)c1ccccc1)c1ccccc1 (stereo not drawn),-18.9,5.2,5.0,15.0,-0.8,-3.8,2.9,-5.5,90.0,3.8
COc1cc(N)n(S(=O)(=O)c2ccc(C)cc2)n1,9.7,-11.4,0.6,11.5,-1.5,-3.4,-7.1,3.6,102.9,-1.8
